High-throughput results as filed in PubChem BioAssay.
Kir21 inh – inhibitors of mouse Kir2.1 inward-rectifier potassium channel; B-score at 10 µM; AID 1672; hit rate 0.85% among 310,000; P35561; HEK293-Kir2.1, FluxOR thallium flux fluorescence; active compounds read low;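 active means fluorescence ratio B-score at or below minus 3 SD of library scores, with starting-brightness B-score within 2 SD, cut at about -4.2 in these data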;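 further: channel flux triggered by added potassium and thallium sulfate stimulus; B-score of peak minus minimum fluorescence over baseline after thallium stimulus; more negative B-score means stronger Kir2.1 block with less thallium influx; some compounds called inactive have numbers as strong as hits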
KCNQ2 block – KCNQ2 potassium channel inhibitors, primary screen, cell-based, CHO-K1, FluxOR thallium flux, B-score (AID 2156); O88943; 20 min; active compounds read low; B-score at 10 µM; hit rate 1.1% among 310,000;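 active means fluorescence ratio B-score at most minus 3 library SDs, with starting brightness B-score within 2 library SDs, cut at about -5.5 in these data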
Target sequence (O88943 whole entry, looked up): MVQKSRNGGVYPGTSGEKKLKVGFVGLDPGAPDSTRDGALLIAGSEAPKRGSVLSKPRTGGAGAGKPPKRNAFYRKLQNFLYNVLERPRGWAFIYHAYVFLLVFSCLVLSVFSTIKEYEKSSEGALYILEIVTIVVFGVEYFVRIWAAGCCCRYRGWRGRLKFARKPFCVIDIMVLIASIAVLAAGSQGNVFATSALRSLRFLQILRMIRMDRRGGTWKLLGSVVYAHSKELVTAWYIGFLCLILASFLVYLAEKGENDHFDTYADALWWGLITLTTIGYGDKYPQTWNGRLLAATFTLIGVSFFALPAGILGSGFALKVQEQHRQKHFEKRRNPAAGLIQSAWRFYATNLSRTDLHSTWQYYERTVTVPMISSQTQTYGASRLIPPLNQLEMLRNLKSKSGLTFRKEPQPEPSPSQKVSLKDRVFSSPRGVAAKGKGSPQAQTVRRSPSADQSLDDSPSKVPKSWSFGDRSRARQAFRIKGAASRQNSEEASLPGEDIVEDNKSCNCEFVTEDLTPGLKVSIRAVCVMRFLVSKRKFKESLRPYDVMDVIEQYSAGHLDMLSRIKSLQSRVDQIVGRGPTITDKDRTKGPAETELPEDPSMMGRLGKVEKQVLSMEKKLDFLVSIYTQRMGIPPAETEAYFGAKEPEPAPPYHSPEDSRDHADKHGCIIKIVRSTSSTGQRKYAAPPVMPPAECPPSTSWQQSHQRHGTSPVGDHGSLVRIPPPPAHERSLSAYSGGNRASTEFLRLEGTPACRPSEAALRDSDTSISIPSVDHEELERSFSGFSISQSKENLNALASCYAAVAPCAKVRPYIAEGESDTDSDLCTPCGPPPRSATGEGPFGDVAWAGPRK
CHT block – human CHT choline transport inhibition; B-score at 10 µM; CHT-expressing cells, membrane potential dye, choline response; active compounds read low; AID 488975; hit rate 0.86% among 310,000; Q9GZV3;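 active means B-score over 3 SD under the library average, and starting fluorescence ratio not unusually high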;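 further: choline stimulus applied at its EC90 after an EC20 pre-addition; B-score computed on integrated fluorescence ratio after choline addition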
An asterisk follows results filed as active; i = inactive; / = not tested or not shown.

SMILES	Kir21 inh	KCNQ2 block	CHT block
C[C@@H]1CC[C@H]2C(=O)N3[C@@H](CC[C@@H](C)[C@@H]3c3ccc(Br)cc3)C(=O)N2[C@H]1c1ccc(Br)cc1	0.73	i	i
Cc1cccc(C)c1OCc1cc(C(=O)N(C)CCc2ccccn2)no1	-1.6	i	i
N#Cc1ccccc1COC(=O)c1cccnc1N	-0.85	i	-5.67*
Cc1ccc(N(C(=O)CNC(=O)c2ccco2)C(C(=O)NC2CCCCC2)c2ccncc2)c(C)c1 (stereo not given)	1.09	i	i
O=C(COC(=O)c1ccc(Br)o1)Nc1nc2ccccc2s1	-0.02	i	i
O=Cc1c(NCc2cccc(F)c2)c2ccccc2[nH]c1=O	-0.72	i	i
O=C(NC1CC2CCCC(C1)N2CC(=O)N1CCCc2ccccc21)C1CCCCC1 (stereo not given)	0.13	i	i
Cc1onc(-c2ccccc2Cl)c1C(=O)Nc1ccc(Br)cc1	0	i	i
CNC(=O)C1CCN(S(=O)(=O)c2c(C)noc2/C=C/c2ccccc2F)CC1	0.43	i	i
CCCc1cc(-n2ccnc2C)n2c(nc3ccccc32)c1C#N	-0.2	i	i
O=C(Nc1ccc2c(c1)OCO2)C1CC(c2ccc(Cl)cc2)=NO1 (stereo not given)	0.15	i	i
CC(C)Oc1ccccc1C1CC(=O)Nc2cc3c(cc21)OCO3 (stereo not given)	-0.29	i	i
CC(C)(C)n1ncc2c(=O)n(CC(=O)NCc3ccc(F)cc3)cnc21	-0.4	i	i
CC(=Nc1ccc(C)cc1C)c1sc2ccccc2c1O	0.02	i	i
CC12C(=O)N(c3nccs3)C(=O)C1C1C=CC2C1 (stereo not given)	0.16	i	i
CN(C(=S)NCCN1CCOCC1)C(c1ccccc1)c1ccccc1	0.13	i	i
COCCN(CCOC)C(=S)Nc1ccccc1	-1.12	i	i
CC1(C)C(=O)OC(c2cccn2-c2ccc([N+](=O)[O-])cc2)C2(CCCCC2)C1=O (stereo not given)	-1.57	i	i
Cc1cc(C(=O)OCC(=O)Nc2ccccc2)c(C)o1	0.13	i	i
Cc1ccc(Cl)cc1NC(=S)N1CCCCCC1	-0.22	i	i
COc1cc(NC(=O)NC2Cc3ccccc3C2)cc(OC)c1	1.17	i	i
CC1(C)Cc2c(ccc3ccccc23)C(c2cc3ccccc3oc2=O)=N1	0.08	i	i
Cc1ccc2cc(CN(C(=O)c3cccnc3)C(C)C)c(=O)[nH]c2c1	-0.05	i	i
CCOC(=O)c1ccc(NC(=O)CCC(=O)OC)cc1	1.62	i	i
Cc1cc(NC(=O)/C=C/c2ccccc2)c(C(C)C)cc1O	-0.37	i	i
CC1CCCCC1NC(=O)CCN1C(=O)C2C3C=CC(C3)C2C1=O (stereo not given)	0.79	i	i
O=c1cc(CO)oc(C(Nc2ccccn2)c2ccc(F)cc2)c1O (stereo not given)	1.34	i	i
CC(C)(Cc1cccc(CC(C)(C)C(=O)O)c1)C(=O)O	-0.01	i	i
Cn1c(N)c(C(=O)COC(=O)c2cc(-c3ccco3)nc3ccccc23)c(=O)n(C)c1=O	1.92	i	/
CC(Oc1ccc2c3c(c(=O)oc2c1)CCC3)C(=O)NC1CCN(Cc2ccccc2)CC1 (stereo not given)	-0.2	i	i
O=S(=O)(c1ccc(NC(=S)Nc2ccccc2)cc1)N1CCOCC1	-1.75	i	i
CC(C)CN(C(=O)CN1CCN(S(=O)(=O)c2ccccc2)CC1)c1c(N)n(CC(C)C)c(=O)[nH]c1=O	0.62	i	i
O=C(CCSc1nc2ccccc2s1)N/N=C/c1c(O)ccc2ccccc12	-0.07	i	i
CCOc1ccc(-n2ccnc(SCC(=O)NC3CCCC3)c2=O)cc1	0.96	i	i
Cc1ccc(C(=O)Nc2cc(=O)n(C)c(=O)n2C)o1	-0.08	i	i
CCCCC(CC)c1nnc(NC(=O)c2cccs2)s1 (stereo not given)	-1.87	i	/
CC(C)COc1cccc(C(=O)NNC(=O)C2COc3ccccc3O2)c1 (stereo not given)	-0.05	i	i
CN(C)CCN(C(=O)c1cc(Cl)sc1Cl)c1nc2ccc(F)cc2s1	-0.47	i	i
Cc1nn(Cc2ccc(Cl)cc2)c(C)c1NC(=O)c1c(-c2ccccc2)noc1C	-2.21	i	i
Cc1cccc(OCc2nnc(SCC(=O)Nc3cc(C)on3)n2C)c1	0.4	i	i
O=C(c1ccc([N+](=O)[O-])s1)N1CCc2ccccc2C1	-0.27	i	i
COc1ccc(C2CC(c3ccc(F)cc3)n3nc(NC(=O)c4ccco4)nc3N2)cc1 (stereo not given)	0	i	i
Cc1[nH]n(C(N)=S)c(=O)c1N=Nc1cccc(C(F)(F)F)c1	1.9	i	i
CCOC(=O)c1ccc(N2CN(CCc3ccccc3)CNC2=S)cc1	-1.94	i	i
Cn1c(=O)c(C#N)c(-c2ccc(F)cc2)c2cc(C(=O)c3cc(Cl)cc(Cl)c3O)cnc21	-4.02	i	-8.2*
CCc1nnc(NC(=O)c2ccc(S(C)(=O)=O)cc2)s1	0.56	i	i
CCc1sc(C(=O)N2CCN(c3ncccn3)CC2)cc1Br	-0.72	i	i
CC(C)(C)n1cc(S(=O)(=O)c2ccccc2)[nH]c1=O	2.05	i	i
COc1cccc(C2C(C(=O)OCc3ccccc3)=C(C)Nc3ncnn32)c1OC (stereo not given)	0.15	i	i
Cc1ccccc1NC(=O)CCN1C(=O)CSC1=O	-0.25	i	i

CHT block: hit marks shown above.
SMILES	Kir21 inh	KCNQ2 block	CHT block
N#Cc1ccccc1COC(=O)c1cccnc1N	-0.85	i	-5.67*
Cn1c(=O)c(C#N)c(-c2ccc(F)cc2)c2cc(C(=O)c3cc(Cl)cc(Cl)c3O)cnc21	-4.02	i	-8.2*

The list goes on.
SMILES	Kir21 inh	KCNQ2 block	CHT block
O=C(COc1ccccc1-c1ccccc1)N/N=C/c1ccc2ccccc2c1	1.35	i	i
CSc1nsc(SCC(=O)N2CCN(c3ccccc3)CC2)n1	0.45	i	i
O=C(c1ccncc1)N1c2ccccc2Sc2ccccc21	1.57	i	i
O=C(Nc1cccc(F)c1)Nc1ccnn1C1CCN(C(=O)c2cscn2)CC1	1.72	i	i
Cc1ccc(S(=O)(=O)Nc2ccsc2C#N)cc1	-0.63	i	i
Cc1ccc(S(=O)(=O)N2CCOCC2)cc1C(=O)O	-0.06	i	i
O=C(Nc1ccc(C(=O)N2CCN(c3ccc(F)cc3)CC2)cc1)C1=CSCCO1	-0.67	i	i
CCOC(=O)C1(CCOc2ccccc2)CCN(Cc2ccc(COC)o2)CC1	1.12	i	i
CN(C(=O)c1cccc([N+](=O)[O-])c1)c1ccccc1C(=O)NCc1ccccc1	-0.24	i	i
CC1CCCCN1C(=O)c1ccc(NC(=O)c2ccccc2Cl)cc1 (stereo not given)	1.27	i	i
CC1=C(C(=O)Nc2ccccc2C)C(c2ccc(C)o2)NC(=S)N1 (stereo not given)	-0.44	i	i
N#CCCN1CCN(C2=NC(=O)/C(=C\c3cccs3)S2)CC1	0.16	i	i
CC1CCCCN1CC(=O)NCc1ccc2c(c1)OCO2 (stereo not given)	-3.44	i	i
O=C(N/C(=C\c1cccc([N+](=O)[O-])c1)C(=O)N(CCO)CCO)c1ccco1	-0.61	i	i
Cc1cccc(C)c1N1CCN(c2ccc3nnc(C(F)(F)F)n3n2)CC1	0.29	i	i
Cc1ccc(NC(=O)C2C3/C=C\CCCCC32)cc1C (stereo not given)	1.32	i	i
CN1CCC(N(C)C(=S)Nc2ccc(F)cc2)CC1	0.15	i	i
O=C(COc1ccc([N+](=O)[O-])cc1Cl)NCC1CCCO1 (stereo not given)	-1.62	i	i
COc1ccc(N2C(=O)CC(C#N)=C2N)cc1	-0.02	i	i
Oc1c(C(c2ccccn2)N2CCC(Cc3ccccc3)CC2)cc(Cl)c2cccnc12 (stereo not given)	0.06	i	i
O=C(NCCN1CCOCC1)Nc1ccc(Cl)cc1Cl	-0.84	i	i
CCN(CC(=O)NCc1ccc(Cl)cc1)Cc1cc(=O)n2ccsc2n1	0.04	i	i
CCc1nnc(NC(=O)CCC(=O)N2CCN(c3cc(C)ccc3C)CC2)s1	2.61	i	i
C[C@@H]1C=C(C(=O)N2CCN(Cc3ccccc3)CC2)O[C@H](OCc2ccc(CO)cc2)C1	-0.96	i	i
COc1ccc(CNc2cccc(F)c2)cc1Br	1.22	i	i
Cc1csc(NC(=O)c2ccccc2O)n1	-3	i	i
COc1ccc(C2CC(c3ccc(OC)cc3)n3nc(NC(=O)c4ccco4)nc3N2)cc1 (stereo not given)	1.95	i	i
Cc1csc(N2CCN(c3cc4nc(-c5ccncc5)[nH]c4cc3Cl)CC2)n1	2.46	i	i
O=C(Nc1ccccc1C(=O)OC1CCOC1=O)c1ccco1 (stereo not given)	1.55	i	i
CC1=C(C)CC(C(=O)Nc2nc(-c3ccc(C)cc3C)c(C)s2)C(C(=O)O)C1 (stereo not given)	1.79	i	i

Full records, looked up by structure.
Results for O=C(Nc1ccccc1C(=O)OC1CCOC1=O)c1ccco1 (stereo not given) : Kir21 inh = 1.55; KCNQ2 block = i; CHT block = i
Results for CCN(CC(=O)NCc1ccc(Cl)cc1)Cc1cc(=O)n2ccsc2n1 : Kir21 inh = 0.04; KCNQ2 block = i; CHT block = i
Results for C[C@@H]1C=C(C(=O)N2CCN(Cc3ccccc3)CC2)O[C@H](OCc2ccc(CO)cc2)C1 : Kir21 inh = -0.96; KCNQ2 block = i; CHT block = i

More structures:
SMILES	Kir21 inh	KCNQ2 block	CHT block
CCc1ccc(NC(=O)CCC(=O)c2ccc(C)cc2)cc1	-0.22	i	i
CCOc1ccc(OCCOCCN2CCc3ccccc3C2)cc1	-4.21*	i	i
C=COCCNC(=O)Nc1ccc(Cl)cc1Cl	-1.06	i	i
CC(=O)c1cccc(OCC(=O)Nc2cc(S(=O)(=O)N3CCOCC3)ccc2N2CCCC2)c1	-1.82	i	i
Cn1c(=O)n(CC#N)c2ccccc21	1.95	i	i
Cc1cc(C(=O)Nc2nc(C)c(C(=O)N(C)C)s2)ccc1[N+](=O)[O-]	0.08	i	i
Cc1ccc(Cl)cc1NC(=S)N(Cc1ccco1)C(C)c1cccs1 (stereo not given)	-0.51	i	i
O=C(CSc1nnc(-c2cccs2)n1Cc1ccccc1)N1CCc2ccccc2C1	-1.78	i	i
Cc1cc(Cl)c2oc(C(=O)NCC(C)(C)N3CCOCC3)c(C)c2c1	0.76	i	i
CCc1ccc(NC(=O)C(C)OC(=O)c2cccc(S(=O)(=O)N3CCc4ccccc4C3)c2)cc1 (stereo not given)	0.01	i	i
COc1ccc(-c2csc(N3CCSCC3)n2)cc1	0.04	i	i
CC(C)c1ccc(NC(=O)C2CC(=O)N(C3CCCC3)C2)cc1 (stereo not given)	-0.92	i	i
C/C(=N\O)C1(C)N(O)C(C)(C)C(c2ccc(F)cc2)=[N+]1[O-] (stereo not given)	-5.91	i	i
Cc1ccc2ncnc(Nc3cccc(C(=O)O)c3)c2c1	-0.87	i	i
Cc1cccc(C(=O)OCC(=O)NCCNC(=O)COC(=O)c2cccc(C)c2C)c1C	0.39	i	i
CC(C)CN(C(=O)CCCSc1nc2ccccc2[nH]1)c1c(N)n(Cc2ccccc2)c(=O)[nH]c1=O	-0.53	i	i
O=[N+]([O-])c1c(NCCO)cc(N2CCCCCC2)c2nonc12	0.19	i	i
CN1CCN(c2nc(-c3ccc(Br)cc3)nnc2-c2ccccc2)CC1	-2.68	i	i
Cc1ccc(S(=O)(=O)NC(C(=O)N2CCOCCOCCOCC2)C(C)C)cc1 (stereo not given)	0.96	i	i
NS(=O)(=O)c1ccc(CCNC(=O)c2cccc([N+](=O)[O-])c2)cc1	0.01	i	i
CC12CN3CC(C)(CN(C1)C3c1ccccc1F)C2 (stereo not given)	0.92	i	i
CCOc1ccc(NC(=O)Cn2nnc(-c3ccccc3NC(=O)C3CC3)n2)cc1	0.37	i	i
O=C(CCCn1c(=O)[nH]c2ccsc2c1=O)NC1CCCCC1	-2.16	i	i
COC(=O)c1nn(-c2ccccc2)nc1-c1nn(-c2ccccc2)nc1C(=O)OC	-0.11	i	i
Cc1c(Cl)cccc1NC(=O)Nc1cc(C(C)(C)C)nn1C	-2.07	i	i
COc1ccc(N/C=C/C(=O)C(F)(F)F)cc1	-1.23	i	i
COc1ccc(NC(=O)c2nn(C)c3c2CS(=O)(=O)c2ccccc2-3)cc1	0.02	i	i
COC(=O)c1cc(NC(=O)C2(S(=O)(=O)c3ccc(Cl)cc3)CC2)cc(C(=O)OC)c1	0.97	i	i
O=C(O)c1ccc(COc2ccc3ccccc3c2)o1	-0.15	i	i
O=C(COC(=O)C1(c2ccc(Cl)cc2)CCCC1)NCc1ccco1	-2.5	i	i

Looked up by structure from the entries so far, two records:
SMILES	Kir21 inh	KCNQ2 block	CHT block
COc1ccc(NC(=O)c2nn(C)c3c2CS(=O)(=O)c2ccccc2-3)cc1	0.02	i	i
Cc1c(Cl)cccc1NC(=O)Nc1cc(C(C)(C)C)nn1C	-2.07	i	i

Further structures:
SMILES	Kir21 inh	KCNQ2 block	CHT block
Cc1ccc(S(=O)(=O)N2CCN(C(=O)CN3CCc4ccccc4C3)CC2)cc1	-0.62	i	i
COc1cc(/C=C/C(=O)N(Cc2ccccc2)c2ccccn2)cc(OC)c1OC	-0.71	-7.93*	i
O=C(Cc1cccs1)Nc1nnc(SCc2ccc(C(F)(F)F)cc2)s1	0.01	i	i
COc1ccc(CC(=O)N2CCC(CCC(=O)Nc3ccccc3)CC2)cc1	-0.76	i	i
Cc1ccc(S(=O)(=O)c2nc(C)oc2N2CCOCC2)cc1	-0.14	i	i
